Source: PubChem (Johns Hopkins Ion Channel Center)
Kir21 block = inhibitors of mouse Kir2.1 inward-rectifier potassium channel; B-score at 10 µM; HEK293-Kir2.1, FluxOR thallium flux fluorescence; active compounds read low; hit rate 0.85% among 310,000;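 active = fluorescence ratio B-score at or below minus 3 SD of library scores, with starting-brightness B-score within 2 SD, cut at about -4.2 in these data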;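 also: channel flux triggered by added potassium and thallium sulfate stimulus; B-score of peak minus minimum fluorescence over baseline after thallium stimulus; more negative B-score means stronger Kir2.1 block with less thallium influx; some compounds called inactive have numbers as strong as hits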
KCNQ2 inh = KCNQ2 potassium channel inhibitors, primary screen, cell-based, CHO-K1, FluxOR thallium flux, B-score (AID 2156) | Potassium voltage-gated channel subfamily KQT member 2 (Rattus norvegicus), O88943 | 20 min; active compounds read low | B-score at 10 µM | hit rate 1.1% among 310,000;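 active = fluorescence ratio B-score at most minus 3 library SDs, with starting brightness B-score within 2 library SDs, cut at about -5.5 in these data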
Target sequence (O88943 whole entry, looked up): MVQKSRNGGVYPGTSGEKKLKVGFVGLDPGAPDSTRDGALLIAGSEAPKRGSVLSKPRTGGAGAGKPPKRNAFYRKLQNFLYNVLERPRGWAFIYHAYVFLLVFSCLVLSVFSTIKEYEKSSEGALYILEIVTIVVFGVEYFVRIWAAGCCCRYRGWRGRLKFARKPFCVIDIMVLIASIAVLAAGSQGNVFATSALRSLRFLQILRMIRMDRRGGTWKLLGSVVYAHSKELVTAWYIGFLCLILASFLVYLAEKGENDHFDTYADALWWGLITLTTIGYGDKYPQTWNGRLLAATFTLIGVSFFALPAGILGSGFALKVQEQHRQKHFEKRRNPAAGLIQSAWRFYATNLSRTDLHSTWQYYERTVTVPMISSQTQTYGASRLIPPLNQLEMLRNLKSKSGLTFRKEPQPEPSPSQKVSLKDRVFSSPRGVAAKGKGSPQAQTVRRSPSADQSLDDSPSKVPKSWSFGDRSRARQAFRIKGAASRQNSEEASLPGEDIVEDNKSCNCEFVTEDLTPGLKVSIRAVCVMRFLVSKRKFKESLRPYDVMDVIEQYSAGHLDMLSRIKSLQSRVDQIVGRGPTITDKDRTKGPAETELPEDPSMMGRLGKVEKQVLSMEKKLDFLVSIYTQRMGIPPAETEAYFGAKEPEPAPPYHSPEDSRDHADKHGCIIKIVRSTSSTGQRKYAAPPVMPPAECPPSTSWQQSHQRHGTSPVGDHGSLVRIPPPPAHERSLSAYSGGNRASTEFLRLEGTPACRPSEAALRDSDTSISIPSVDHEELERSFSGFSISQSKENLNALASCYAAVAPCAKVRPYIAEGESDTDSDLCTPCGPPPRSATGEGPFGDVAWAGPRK
Active calls of the source: *; i = inactive.

KCNQ2 inh | Kir21 block | canonical_smiles
i | 2.65 | CCCCCC(=O)N/N=C/c1cccs1
i | 1.17 | Cc1ccc(CN2CCCN(Cc3c(C)cc(C)cc3C)S2(=O)=O)cc1
i | -1.63 | COC(=O)/C(=C\C=C\c1ccccc1)NC(=O)c1ccccc1
i | -0.09 | O=C(NC(NC(=S)Nc1ccccc1O)C(Cl)(Cl)Cl)c1ccco1 (stereo not given)
i | -0.74 | CCC1Oc2ccc(C)cc2N(CC(=O)NCCN2C(C)CCCC2C)C1=O (stereo not given)
i | -0.47 | CCOC(CNC(=O)Cn1nc(Cc2ccncc2)c2ccccc2c1=O)OCC
i | 0.03 | Cc1ccc(OCC(O)Cn2c(N3CCOCC3)nc3c2c(=O)[nH]c(=O)n3C)cc1 (stereo not given)
i | 1.65 | CC(C)c1c(C(=O)N/N=C/c2ccsc2)nnn1-c1nonc1N
i | 1.16 | CC1(C)CC(=O)C2=C(C1)N(CCN1CCOCC1)C1=C(C(=O)CC(C)(C)C1)C2c1cccc(Cl)c1
i | -1.98 | Cc1cc2ccccc2cc1CN1CCOCC1
i | -1.14 | CC1CC(C)CN(CC(=O)N2CCOCC2)C1 (stereo not given)
i | 0 | Cc1cc(C)nc(N(C#N)CC(=O)Nc2ccccc2)n1
i | -0.2 | Cc1coc(C)c1C(=O)CC1(O)C(=O)N(Cc2ccccc2)c2ccccc21 (stereo not given)
i | -2.63 | COC(=O)c1ccc(CSc2ccc3nnc(-c4ccccc4)n3n2)o1
i | -2.43 | Cc1ccc2c(c1)N(Cc1ccc3c(c1)OCO3)C(=O)C(C)O2 (stereo not given)
i | 0.71 | COCCSc1nnc(NC(=O)c2ccc3c(c2)OCO3)s1
i | -4.14 | CCS(=O)(=O)N1N=C(c2cccc(NS(C)(=O)=O)c2)CC1c1ccc(C)cc1 (stereo not given)
i | 0.9 | Cc1cc(C(=O)N2CCN(C(=O)c3ccco3)CC2)ccc1[N+](=O)[O-]
i | 0.26 | O=C(O)c1cnn2c(C(F)F)cc(C3CC3)nc12
i | -0.06 | COc1ccccc1OCCSc1nc(C)c(Cc2ccccc2)c(=O)[nH]1
i | -1.45 | Cc1nc2ccc(N)cc2s1
i | -1.02 | COc1ccc(S(=O)(=O)Nc2cccc3ccc(O)cc23)cc1
i | 0.36 | COc1ccc(NS(=O)(=O)c2cccc(C(=O)OCC(=O)Nc3cc(C)on3)c2)cc1
i | -2.06 | Nc1ccc(N2CCOCC2)c2nonc12
i | -0.64 | COc1ccccc1S(=O)(=O)Cc1ccc(C(=O)NCCCN2CCN(c3ccc(F)cc3)CC2)o1
i | 0.17 | CCN(CC1COc2ccccc2O1)C(=S)NCCCN(C)C (stereo not given)
i | -0.58 | O=C(Oc1ccc(C(=S)N2CCC(O)CC2)cc1)c1ccc(Cl)cc1
i | 0.04 | COc1ccc(OC)c(NC(=O)c2ccc(CN3CCc4ccccc4C3)cc2)c1
i | 0.74 | CCCC(=O)N1CCc2[nH]c3ccccc3c2C1
i | -0.09 | CC(=O)Nc1ccc(NCc2cccs2)cc1

2 entries from above in another layout:
COC(=O)c1ccc(CSc2ccc3nnc(-c4ccccc4)n3n2)o1
  KCNQ2 inh = i
  Kir21 block = -2.63

Cc1ccc2c(c1)N(Cc1ccc3c(c1)OCO3)C(=O)C(C)O2 (stereo not given)
  KCNQ2 inh = i
  Kir21 block = -2.43

Further structures.
KCNQ2 inh | Kir21 block | canonical_smiles
i | 1.7 | COc1ccc(CCNC(=O)CCN2C(=O)c3cccc4cccc(c34)C2=O)cc1OC
i | -1.73 | Cc1cccc(NC(=S)N(Cc2ccc(Br)cc2)Cc2ccc(C(=O)O)cc2)c1
i | -2.25 | O=C(CN1CCN(CC(=O)Nc2ccc(OCc3ccccc3)cc2)CC1)Nc1ccc(F)cc1
i | 0.72 | CC(=O)c1cc(CN2CCC(N3CCC(C(=O)N4CCCC4)CC3)CC2)cs1
i | 0.11 | CCOCCCn1c(=N)c(C(=O)NCc2ccc3c(c2)OCO3)cc2c(=O)n3cccc(C)c3nc21
i | -1.66 | CC(C)C(=O)NC(Nc1cccc([N+](=O)[O-])c1)C(Cl)(Cl)Cl (stereo not given)
i | -0.01 | CCc1nnc(NC(=O)c2sc3nc4c(cc3c2N)CCCCCC4)s1
i | 0.37 | Cc1cccc2c1cnn2C(=O)CCC(=O)NC1CCCCC1
i | -0.94 | Cc1ccc(CCS(=O)(=O)c2ccc(C(C)(C)C)cc2)cn1
i | 1.88 | COCCn1c(SCC(=O)N2CCCC2)nc2c([nH]c3ccccc32)c1=O
i | 0.86 | O=C(Nc1ccc(C(=O)Oc2ccccc2)c(O)c1)c1ccco1
i | -0.02 | O=C1CS/C(=N/N=C2CCCC2)N1
i | -2.32 | Cc1ccc(S(=O)(=O)NC(=NCc2ccccc2)c2ccc(F)cc2)cc1
i | 0.43 | O=C(CN1C(=O)NC2(CCCC2)C1=O)Nc1nc(-c2ccccc2)cs1
i | 0 | Cc1ccc(S(=O)(=O)NNC(=O)C2COc3ccccc3O2)cc1C (stereo not given)
i | 0.69 | Cc1ccc(N=C2NC(=O)C(CO)(CO)S2)cc1
i | -1.91 | CC(C)N=C1NN=C(c2ccc(Cl)c(Cl)c2)CS1
i | 0.42 | O=C(CSc1nc2[nH]ncc2c(=O)n1-c1ccccc1)c1ccc2c(c1)OCCO2
i | 0.54 | CCc1c(C)nc2cc(-c3ccc(OC)c(OC)c3)nn2c1N1CCCC1
i | -0.15 | CC(=O)N1c2ccccc2CCc2ccc([N+](=O)[O-])cc21
i | -0.04 | COc1ccc(CCNC(=O)c2ccc(-c3cccc([N+](=O)[O-])c3)o2)cc1OC
i | 0.35 | CNCCCNC(=O)c1ccc(/C=N/O)nc1
i | 0.08 | COc1ccc(/C(N)=N/OC(=O)c2cc(-c3ccccc3)nc3ccccc23)cc1
i | 1.31 | O=C(NCc1cccs1)c1ccc(N2CCCCC2)nc1
i | 0.27 | Cc1ccccc1-n1c(=O)/c(=C\c2ccco2)s/c1=C(/C#N)C(=O)Nc1ccccc1
i | -1.62 | Cn1c(-c2ccc(C=O)s2)nc2c3ccccc3c3ccccc3c21
i | -0.59 | CCn1c(SCC(=O)Nc2cc(C)on2)nc2c(c1=O)SCC2
i | 0.05 | Cc1ccc[n+](/C(=C\C(=C=[N-])C#N)C(=O)c2ccc(Cl)cc2)c1
i | -4.34* | CC(=O)Oc1ccc(C(c2ccc(OC(C)=O)cc2)c2ccccn2)cc1
i | 1.82 | COc1cccc(NC(=O)C2CCN(C(=O)[C@@H]3Cc4ccccc4CN3C(=O)OC(C)(C)C)CC2)c1

Kir21 block, entries above that show a hit
KCNQ2 inh | Kir21 block | canonical_smiles
i | -4.34* | CC(=O)Oc1ccc(C(c2ccc(OC(C)=O)cc2)c2ccccn2)cc1

Next entries:
KCNQ2 inh | Kir21 block | canonical_smiles
i | -1.83 | CN(C)/C=N/c1nc2ccc3c(c2s1)CCCC3
i | -2.16 | CCc1cccc(NC(=S)Nc2ccc(CN3CCOCC3)cc2)c1
i | 1.24 | CC(C)(C)C1CCC2(CC1)CC(=O)c1ccccc1O2 (stereo not given)
i | -0.53 | CCCCc1nc2cc(C(=O)N3CCN(c4cnccn4)CC3)ccc2o1
i | -1.38 | Cc1nc(C(F)(F)F)c(C(=O)N=CN(C)C)s1
i | 0.01 | CSc1ncccc1C(=O)OCC(=O)Nc1ccc(S(=O)(=O)N2CCCC2)cc1
i | -0.15 | C(=N\n1c2ccccc2c2ccccc21)/c1ccccc1
i | 1.16 | O=C(O)/C=C/C(=O)Nc1ccc(C2(c3ccc(NC(=O)/C=C/C(=O)O)cc3)c3ccccc3-c3ccccc32)cc1
i | 0.76 | O=C(Cn1c2[n+](c3ccc(C(F)(F)F)cc31)CCCCC2)Nc1ccccc1
i | -1.91 | Cc1ccc2occ(CN3CCN(Cc4ccccc4)CC3)c(=O)c2c1
i | 0.48 | CCOc1ccccc1NC(=O)CN1CCN(C(=O)C2CCCO2)CC1 (stereo not given)
i | 1.78 | COc1ccccc1CNc1ncc(-c2ccc(F)cc2)n1C
i | -0.87 | NC(=O)CN1C(=O)NC2(CCOc3ccccc32)C1=O (stereo not given)
i | 0.57 | Cc1ccc(NC(=O)CSc2nnc(Cn3cnc4ccccc43)o2)c(C)c1
i | -0.13 | Cc1ccc(C)c(NC(=O)CN(C)S(=O)(=O)c2cccc3cccnc23)c1
i | 1.14 | Cc1ccc(/C=C2\SC(=S)N(c3c(C)n(C)n(-c4ccccc4)c3=O)C2=O)cc1
i | 1.06 | COc1ccc(C(=O)NNC(=O)C(=O)NC2CCCCC2)cc1
i | 0.06 | COc1ccc(-n2ncc(C(C)NS(=O)(=O)c3cc(F)ccc3C)c2C)cc1 (stereo not given)
i | -0.21 | O=c1cc(-c2ccccc2)[nH]n1-c1ccc([N+](=O)[O-])cc1
i | 1.23 | O=C(Cc1ccccc1F)NCC(c1ccco1)N1CCCCC1 (stereo not given)
i | 0.48 | CC1(C)CC(=O)C2=C(C1)NC(=O)CC2C(=O)NCc1ccc(F)cc1 (stereo not given)
i | -1.55 | COc1cccc(C2CC(=O)Nc3n[nH]c(-c4ccccc4)c32)c1OC (stereo not given)
i | 0.05 | COc1ccc(/C=C2/SC(=S)N(CCCC(=O)Nc3ccccc3C(=O)O)C2=O)cc1
i | 0.09 | O=C(CN1C(=O)C2CC=CCC2C1=O)Nc1ccc(S(=O)(=O)Nc2ncccn2)cc1 (stereo not given)
i | 0.62 | CCOC(=O)C1=NN(c2ccc(Cl)cc2)C(=O)C1
i | 0.23 | COc1ccc(CNC(=O)CN2CCC(C(=O)c3ccc(OC)cc3)CC2)cc1
i | 0.98 | Cc1cc(C)c2c(CC(=O)NC3CCS(=O)(=O)C3)coc2c1 (stereo not given)
i | -0.35 | Cc1cc(-c2nnc(SCc3cccnc3)o2)no1
i | -1.82 | CN(C)C(CNC(=O)c1ccccc1OCc1ccc(Cl)cc1)c1ccco1 (stereo not given)
i | 1.67 | Cc1ccc(C(=O)NCCN(C)C)c(C)c1

Whole records, looked up by structure. Screens in order: KCNQ2 inh, Kir21 block
O=C(NC(NC(=S)Nc1ccccc1O)C(Cl)(Cl)Cl)c1ccco1 (stereo not given) across the screens: i, -0.09
CCCCCC(=O)N/N=C/c1cccs1 across the screens: i, 2.65
CN(C)/C=N/c1nc2ccc3c(c2s1)CCCC3 across the screens: i, -1.83
O=C(Cc1ccccc1F)NCC(c1ccco1)N1CCCCC1 (stereo not given) across the screens: i, 1.23
CC(C)(C)C1CCC2(CC1)CC(=O)c1ccccc1O2 (stereo not given) across the screens: i, 1.24

Later entries
KCNQ2 inh | Kir21 block | canonical_smiles
i | 2.33 | CSc1nncc(/C(C)=N/O)n1
i | -0.44 | Cc1cccc(NC(=O)c2cc(S(=O)(=O)c3ccccc3)ccc2Cl)c1
i | -0.21 | CCC1CCCCN1CCCNC(=O)c1c(O)nc2ccccn2c1=O (stereo not given)
i | 1.06 | COc1ccc(-c2nc3ccccn3c2NC2CCCCC2)cc1SC1CCCCC1
i | -1.01 | O=C(NC1CCC1)C1CCC(=O)N(Cc2ccccc2F)C1 (stereo not given)
i | 0.29 | COc1ccc(N2CCN(C(=O)COC(=O)CNC(=O)c3ccccc3)CC2)cc1
i | 4.47 | COc1ccc(/C=C/c2nnc(NC(=O)COc3ccc(C)cc3)s2)cc1
i | -0.51 | CC(Nc1cc(N2CCN(S(=O)(=O)N(C)C)CC2)ccc1[N+](=O)[O-])c1ccccc1 (stereo not given)
i | -1.28 | CCOc1cc(C)c(C(C)C)cc1S(=O)(=O)N1CC(C)OC(C)C1 (stereo not given)
i | 0.86 | CCOC(=O)N1CCN(C(=O)c2cccc(N3C(=O)NC4CC3(C)Oc3ccccc34)c2)CC1 (stereo not given)
i | -0.1 | Cc1ccc(C(c2nnnn2C2CCCC2)N2c3ccccc3CC2C)cc1 (stereo not given)
i | -1.07 | Cc1ccccc1NC1=CC(=O)CC(C)(C)C1
i | -0.39 | CCOC(=O)c1cc(-c2csc(COc3ccc(Cl)cc3)n2)on1
i | 0.37 | O=C(C[n+]1cccc(CNC(=O)c2ccc(OC(F)F)cc2)c1)Nc1cc(C(F)(F)F)ccc1Cl
i | -0.87 | Cc1ccc(NC(=O)Cn2nnc(C(=O)Nc3ccc(F)c(Cl)c3)c2N)cc1
i | -0.26 | COC(=O)c1ccc(COc2ccc(Cl)cc2)o1
i | 0.05 | CCOC(=O)N1CC=C2C(C#N)=C(N)C(C#N)(C#N)[C@H](c3cccs3)[C@H]2C1
i | 0.01 | Cc1ccc(C)c(-c2nc3cc(N)ccc3o2)c1
i | 0.68 | Cc1ccnc(NC(=O)CCC(=O)N(CC(=O)NCCc2ccccc2)Cc2cccs2)c1
i | 0.36 | Cc1ccc(S(=O)(=O)Cc2ccc(C(=O)N3CCN(c4ccccn4)CC3)o2)cc1
i | -1.35 | COCC(=O)Nc1cc(C)c2c(=O)oc3ccccc3c2n1
i | 0.43 | O=S(=O)(c1cc(F)ccc1F)N1CCN2CCCC2C1 (stereo not given)
i | -0.63 | CC1(C)CC(=O)CC(=Nc2ccc(C(=O)O)cc2)C1
i | 0.06 | COc1cccc2cc(C(=O)Nc3ccccc3C)/c(=N/NS(=O)(=O)c3ccccc3)oc12
i | -0.03 | CCOc1ccc(NC(=O)c2nn(C)c(C(=O)Nc3ccc(OCC)cc3)c2[N+](=O)[O-])cc1
i | 0.72 | O=[N+]([O-])c1cccc(-c2csc(CS(=O)(=O)Cc3ccco3)n2)c1
